# Screening results as filed in PubChem.
# PriA SSB inh – inhibitors of Klebsiella pneumoniae PriA binding to SSB C-terminal tail, primary screen, biochemical, AlphaScreen; PriA–SSB C-terminal tail interaction (Klebsiella pneumoniae); AlphaScreen SSBct-PriA binding, biotinylated peptide; inhibition, % at 33 µM; 0.6% of 430,000 active; in the data active means inhibition mostly above about 37%, no sharp cut-off; inactive means mostly below about 20%;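 further: plate controls were negative control peptide for no effect and reference peptide for full effect; strong numbers were not always called active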
# BioA inh – M. tuberculosis BioA enzyme inhibitors, primary screen, biochemical, plate reader, single point, HTS; purified M. tuberculosis BioA enzyme; inhibition, % at 9.99 µM; 0.096% of 360,000 active; 7,8-diaminopelargonic acid synthase BioA (Mycobacterium tuberculosis); in the data active means inhibition above about 40%
# 3CLpro inhibitor – SARS-CoV 3CLpro protease inhibitors, primary screen, biochemical, quenched FRET; Replicase polyprotein 1ab (Severe acute respiratory syndrome coronavirus), P0C6X7; recombinant SARS-CoV 3CLpro, quenched FRET peptide cleavage; inhibition, % at 6 µM; 0.14% of 290,000 active; AID 1706, 2009; in the data active means inhibition above about 12%
# FBA Mtb inh – Mtb FBA enzyme inhibitors, primary screen, biochemical, fluorescence, strain H37Rv | Fructose-bisphosphate aldolase (Mycobacterium tuberculosis (strain ATCC 25618 / H37Rv)), … | purified M. tuberculosis FBA, fluorescence read-out | inhibition, % at 1 µM | 2.3% of 360,000 active; in the data active means inhibition above about 27%;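 further: 0% = vehicle and 100% = reference inhibitor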
# Target sequence (P9WQA3 whole entry, looked up): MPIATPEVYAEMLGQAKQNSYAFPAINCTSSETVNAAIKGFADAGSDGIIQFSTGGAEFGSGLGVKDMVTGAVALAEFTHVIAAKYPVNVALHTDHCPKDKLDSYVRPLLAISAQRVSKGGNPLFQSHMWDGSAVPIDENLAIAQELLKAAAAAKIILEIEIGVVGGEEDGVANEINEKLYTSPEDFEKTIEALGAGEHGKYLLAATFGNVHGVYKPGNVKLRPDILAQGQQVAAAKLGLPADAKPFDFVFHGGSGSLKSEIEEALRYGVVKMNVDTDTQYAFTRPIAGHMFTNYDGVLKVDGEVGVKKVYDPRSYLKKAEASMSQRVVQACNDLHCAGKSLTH
# DUSP3 inh – VHR1 phosphatase inhibitors, primary screen, biochemical, absorbance, uHTS. recombinant VHR phosphatase, pNPP absorbance. 0.52% of 290,000 active. Dual specificity protein phosphatase 3 (Homo sapiens), P51452. inhibition, % at 13.3 µM. AID 1654, 2009; in the data active means inhibition above about 50%; further: some compounds called inactive have numbers as strong as hits
# Target sequence (P51452 whole entry, looked up): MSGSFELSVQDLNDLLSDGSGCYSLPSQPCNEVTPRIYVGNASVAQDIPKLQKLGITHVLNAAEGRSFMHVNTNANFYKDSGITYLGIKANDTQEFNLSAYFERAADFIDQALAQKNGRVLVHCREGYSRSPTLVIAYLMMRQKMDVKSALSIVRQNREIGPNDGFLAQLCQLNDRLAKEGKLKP
# Vc quorum ag – inducers of Vibrio cholerae quorum light production without autoinducers, primary screen, BH1578 luxS cqsA deficient, single point. V. cholerae BH1578 lux reporter, luminescence, 6 h. activation, % at 18.7 µM. 0.16% of 350,000 active. AID 588436, 2011; in the data active means activation mostly above about 9.7%, no sharp cut-off; further: not every result past the cut was called active; inactives centre near 0; reference of the scale not given here
# Rv3671c inh – Rv3671c serine protease inhibitors, primary screen, biochemical, fluorescence polarization, M. tuberculosis H37Rv; P9WHR9; inhibition, % at 5.96 µM; 0.048% of 320,000 active; in the data active means inhibition above about 38%;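 further: extracellular domain of Rv3671c used as enzyme; 0% = enzyme with DMSO and 100% = no enzyme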
# UGM FP inh – M. tuberculosis UGM enzyme inhibitors, primary screen, biochemical, fluorescence polarization, single point; UDP-galactopyranose mutase (Mycobacterium tuberculosis (strain ATCC 25618 / H37Rv)), …; purified UGM, fluorescence polarization probe displacement; inhibition, % at 10 µM; 0.06% of 320,000 active; AID 504406, 2011; in the data active means inhibition above about 10%, passing the limit was not always enough
# Target sequence (P9WIQ1 whole entry, looked up): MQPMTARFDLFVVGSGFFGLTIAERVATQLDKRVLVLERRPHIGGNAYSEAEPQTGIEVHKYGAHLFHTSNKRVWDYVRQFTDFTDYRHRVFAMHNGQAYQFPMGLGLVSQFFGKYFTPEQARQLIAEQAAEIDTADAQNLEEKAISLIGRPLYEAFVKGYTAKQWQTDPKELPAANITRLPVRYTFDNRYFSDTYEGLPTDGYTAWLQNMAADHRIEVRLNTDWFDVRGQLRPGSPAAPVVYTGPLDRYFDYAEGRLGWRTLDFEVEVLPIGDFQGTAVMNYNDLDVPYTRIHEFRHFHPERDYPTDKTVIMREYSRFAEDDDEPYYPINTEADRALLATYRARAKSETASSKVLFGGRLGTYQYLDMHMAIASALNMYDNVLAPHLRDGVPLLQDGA
# MazF activator – activators of E. coli MazEF toxin-antitoxin RNase, primary screen, biochemical, fluorescence, uHTS; 0.32% of 350,000 active; FAM/BHQ RNA-DNA oligo cleavage fluorescence, 5 h; Endoribonuclease toxin MazF (Escherichia coli (strain K12)), P0AE70; activation, % at 20 µM; AID 504720, 2011; in the data active means activation above about 50%
# GDH-TPI counter – GDH-TPI coupling enzyme inhibitors, primary screen, artefact control for M. tuberculosis FBA inhibitor project, biochemical, absorbance, full deck. GDH-TPI coupled enzyme counterscreen, NADH absorbance. 1.2% of 360,000 active. inhibition, % at 4.8 µM; in the data active means inhibition above about 30%;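 further: 0% = DMSO wells and 100% = wells lacking the enzyme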
# Numbers without * were called inactive; i = inactive; · = no result given. This is a subset. The share of hits here may be higher or lower than overall.
SMILES,PriA SSB inh,BioA inh,3CLpro inhibitor,FBA Mtb inh,DUSP3 inh,Vc quorum ag,Rv3671c inh,UGM FP inh,MazF activator,GDH-TPI counter
N#CCCSc1nc(N2CCOCC2)c2c(c1C#N)CCCC2,-12,1.2,-1,2,-2,·,-1,-1.9,0,11
COc1cc(-c2nc(CN(C)Cc3nnc(C)o3)c(C)o2)ccc1F,-6,·,-4,1,-1,-0.2,4,0.9,-1,-2
CCOC(=O)c1c(C)n(C)c2cc([N+](=O)[O-])c(O)c([N+](=O)[O-])c12,3,3.7,-4,4,25,4.2,-4,0.5,4,-5
Cc1ccc(CN=C2Nc3ccccc3CS2)cc1,-29,0.2,2,-1,29,0.2,-2,-3.9,6,6
O=C(NCC1CCN(Cc2ccccc2F)CC1)Nc1cc(F)ccc1F,-5,1.0,-1,-1,7,i,-6,1.5,5,5
COc1ccc([N+](=O)[O-])cc1N(CC(=O)NCC1CCCO1)S(C)(=O)=O (centres undefined),-1,·,-2,-3,4,-0.3,1,-1.0,4,-2
COc1cc(CNc2ccc3[nH]c(=O)[nH]c3c2)ccc1OCc1ccccc1,41*,4.8,0,1,12,i,4,1.4,9,-4
COc1ccc(-c2nnc(SCC(=O)N(C)C3CCS(=O)(=O)C3)n2C(C)C)cc1 (centres undefined),-7,0.3,·,0,·,-3.2,0,-3.6,5,5
Cc1cc(NS(=O)(=O)c2ccc(NC(=O)C(F)(F)F)cc2)nc(C)n1,-10,0.1,9,2,-42,i,4,-0.6,12,-3
COc1ccc(C(=O)Nc2ccc(S(=O)(=O)Nc3cnc4ccccc4n3)cc2)cc1,3,-1.5,4,4,-16,0.7,-7,-0.2,1,-1
CC(C)CCNC(=O)c1ccc(C2SCC(=O)N2Cc2ccco2)cc1 (centres undefined),-12,7.6,5,-11,25,-0.3,1,2.8,-6,11
CC(=O)/C(N=Nc1cc2c(cc1[N+](=O)[O-])OCCO2)=C(\C)O,·,·,2,1,5,i,4,0.0,9,9
Cc1cc(C(=O)OC(C)C(=O)Nc2nc(-c3ccccc3)cs2)c(C)o1 (centres undefined),-5,0.2,3,-3,-9,i,-45,0.9,4,1
CC(OC(=O)Cc1ccc(Br)cc1)C(=O)NC1CCCCC1C (centres undefined),-25,-0.3,-2,1,10,i,-7,-1.1,4,-9
O=C(Nc1cnn(Cc2ccccc2)c1)c1nc2ncccn2n1,5,19,2,0,-6,-0.8,2,-0.1,7,9
C#CCSC1=C(C#N)C(c2cccs2)C(C(=O)OCC)=C(C)N1 (centres undefined),-19,·,-3,4,3,-0.5,-5,2.2,-2,18
COc1ccc(Br)cc1C(=O)N/N=C/c1ccc([N+](=O)[O-])cc1,·,·,0,2,6,-0.4,4,-1.3,-17,4
CC1(C)CC(NCc2cccc([N+](=O)[O-])c2)CC(C)(C)N1,12,-0.9,-8,0,2,i,-102,1.7,1,-2
CCc1noc(C)c1C(=O)Nc1nc(-c2ccc(Cl)cc2Cl)cs1,-10,·,-1,-5,8,-0.4,-22,-2.1,-3,2
Cc1ccc2c(c1)c1c3n2CCN=C3CCC1,16,-1.5,3,-8,-12,i,4,2.5,13,7
Cc1cn([C@H]2C[C@H](O)[C@@H](CCC(=O)NCc3ccc(N(C)C)cc3)O2)c(=O)[nH]c1=O,·,-1.9,·,4,·,-2.3,·,·,12,-7
Cn1c(SCC(=O)NC(c2ccccc2)c2ccccc2)nnc1-c1cccs1,-15,0.1,-7,0,20,i,5,-1.0,1,2
CCOc1ccc(OCCC(=O)OCC(=O)NNC(=O)c2ccccc2)cc1,·,·,·,6,·,i,4,3.3,1,4
CCOC(=O)c1nnn(CC(=O)Nc2cccc(OC)c2)c1C(=O)OCC,7,4.8,3,-1,11,i,-2,-0.9,6,-6
CCOc1ccccc1NC(=O)C1CCCC1,-15,-1.7,·,0,·,-0.4,·,·,3,11
# Continuation.
SMILES,PriA SSB inh,BioA inh,3CLpro inhibitor,FBA Mtb inh,DUSP3 inh,Vc quorum ag,Rv3671c inh,UGM FP inh,MazF activator,GDH-TPI counter
CCCOP(=O)(c1ccc(N(C)C)cc1)C(O)c1ccc(Cl)cc1Cl (centres undefined),13,2.6,2,0,2,i,11,1.5,12,5
O=C(C1CC1)N1CCc2cc(S(=O)(=O)NCC3COc4ccccc4O3)ccc21 (centres undefined),7,0.2,-1,4,18,2.1,1,2.3,1,-4
O=C(CCn1c(=S)[nH]c2ccccc2c1=O)Nc1ccc(F)cc1,-1,·,1,2,12,8.5,-11,0.7,5,4
O=C1COc2ccc(C(=O)COc3ccc([N+](=O)[O-])cc3)cc2N1,-11,·,-1,0,-22,i,-4,0.5,-14,8
NC(=O)CC(NC(=O)Cc1cccc2ccccc12)c1ccc(NCc2ccc(F)cc2)c([N+](=O)[O-])c1 (centres undefined),-5,-2.1,·,-4,23,1.0,-51,3.2,20,-2
Cc1c(CCC(=O)NCCCn2ccnc2)c(=O)oc2c(C)c3occ(C(C)(C)C)c3cc12,28,0.3,1,8,20,i,-15,3.0,5,16
CCn1nnc2cc(C(=O)N(CCOC)CC(=O)Nc3cccc(C)c3C)ccc21,-8,5.0,·,-1,·,i,8,·,7,12
CC(C)c1ccc(NC2CCCN(C(=O)CSc3nncn3C)C2)cc1 (centres undefined),3,0.1,-6,6,-15,i,8,0.8,4,10
Cc1cc(C)n2nc(CNS(=O)(=O)c3ccc(F)cc3)nc2n1,0,0.5,-3,-2,33,-0.3,-8,-0.3,6,-2
O=C1CC(N2CCN(c3cccc(C(F)(F)F)c3)CC2)C(=O)N1c1ccccc1 (centres undefined),-5,-1.1,4,-2,0,4.2,-5,-2.3,-6,-4
Cn1nc(CC(=O)NC2CCCCC2)c2ccccc2c1=O,-8,·,2,-4,26,-0.2,-6,0.3,1,10
COc1c(C)oc2cc(O)ccc2c1=O,-7,·,-3,87*,1,-0.3,-8,0.8,9,11
S=c1[nH]nc(C2CCCCC2)n1Cc1ccccc1,4,·,7,0,15,-0.3,-2,1.9,7,4
CCCSc1cc(NCCOC(C)=O)c([N+](=O)[O-])c2nonc12,-9,·,0,0,17,4.5,-1,-0.5,4,8
CCOc1ccc(NS(=O)(=O)c2ccc(C(=O)NC3CCN(Cc4ccccc4)CC3)cc2)cc1,1,-1.1,·,0,·,1.8,4,-0.5,0,-7
Cc1nc2sc(C(c3cccc(F)c3)N3CC(C)OC(C)C3)c(O)n2n1 (centres undefined),-4,-0.3,-2,-2,10,i,4,2.7,3,-1
COc1ccc(C(C)=O)cc1CC(=O)N(Cc1ccccc1)c1ccccc1,5,1.9,-3,0,47,-0.2,-2,-0.4,2,-4
O=C(NC1CCCN(Cc2ccc(Cl)cc2)C1)C1CCC1 (centres undefined),-20,0.3,-5,1,34,i,-1,1.1,6,14
COc1ccc(/C=N/NS(=O)(=O)c2ccc(F)cc2)cc1CN1CCSCC1,·,-2.6,-1,4,23,-0.2,5,-0.5,7,16
O=C(NN=Cc1ccccc1)NN=Cc1ccccc1,-8,-1.1,·,-1,·,-0.1,·,·,5,6
O=C(COc1cccnc1[N+](=O)[O-])NCc1cccs1,-22,·,-5,1,2,-0.2,-4,-0.1,0,-3
COc1ccccc1NC(=O)c1ccc2[nH]c(C)c(C)c2c1,0,-1.2,0,0,14,-0.8,0,5.5,-4,7
CC(OC(=O)/C=C/c1ccc(Br)cc1)C(=O)N1CCOCC1 (centres undefined),-3,0.5,·,-2,·,i,6,-0.7,-19,-1

# Arranged by molecular weight (rising): some entries from above
SMILES,PriA SSB inh,BioA inh,3CLpro inhibitor,FBA Mtb inh,DUSP3 inh,Vc quorum ag,Rv3671c inh,UGM FP inh,MazF activator,GDH-TPI counter
O=C(NN=Cc1ccccc1)NN=Cc1ccccc1,-8,-1.1,·,-1,·,-0.1,·,·,5,6
S=c1[nH]nc(C2CCCCC2)n1Cc1ccccc1,4,·,7,0,15,-0.3,-2,1.9,7,4
O=C(COc1cccnc1[N+](=O)[O-])NCc1cccs1,-22,·,-5,1,2,-0.2,-4,-0.1,0,-3
COc1ccccc1NC(=O)c1ccc2[nH]c(C)c(C)c2c1,0,-1.2,0,0,14,-0.8,0,5.5,-4,7
Cn1nc(CC(=O)NC2CCCCC2)c2ccccc2c1=O,-8,·,2,-4,26,-0.2,-6,0.3,1,10
O=C(NC1CCCN(Cc2ccc(Cl)cc2)C1)C1CCC1 (centres undefined),-20,0.3,-5,1,34,i,-1,1.1,6,14
O=C1COc2ccc(C(=O)COc3ccc([N+](=O)[O-])cc3)cc2N1,-11,·,-1,0,-22,i,-4,0.5,-14,8
Cc1cc(C)n2nc(CNS(=O)(=O)c3ccc(F)cc3)nc2n1,0,0.5,-3,-2,33,-0.3,-8,-0.3,6,-2
CCCSc1cc(NCCOC(C)=O)c([N+](=O)[O-])c2nonc12,-9,·,0,0,17,4.5,-1,-0.5,4,8
O=C(CCn1c(=S)[nH]c2ccccc2c1=O)Nc1ccc(F)cc1,-1,·,1,2,12,8.5,-11,0.7,5,4
COc1ccc(C(C)=O)cc1CC(=O)N(Cc1ccccc1)c1ccccc1,5,1.9,-3,0,47,-0.2,-2,-0.4,2,-4
CC(C)c1ccc(NC2CCCN(C(=O)CSc3nncn3C)C2)cc1 (centres undefined),3,0.1,-6,6,-15,i,8,0.8,4,10
O=C1CC(N2CCN(c3cccc(C(F)(F)F)c3)CC2)C(=O)N1c1ccccc1 (centres undefined),-5,-1.1,4,-2,0,4.2,-5,-2.3,-6,-4
O=C(C1CC1)N1CCc2cc(S(=O)(=O)NCC3COc4ccccc4O3)ccc21 (centres undefined),7,0.2,-1,4,18,2.1,1,2.3,1,-4
COc1ccc(/C=N/NS(=O)(=O)c2ccc(F)cc2)cc1CN1CCSCC1,·,-2.6,-1,4,23,-0.2,5,-0.5,7,16
CCOc1ccc(NS(=O)(=O)c2ccc(C(=O)NC3CCN(Cc4ccccc4)CC3)cc2)cc1,1,-1.1,·,0,·,1.8,4,-0.5,0,-7

# One compound at a time (already shown). Order of screens: PriA SSB inh	BioA inh	3CLpro inhibitor	FBA Mtb inh	DUSP3 inh	Vc quorum ag	Rv3671c inh	UGM FP inh	MazF activator	GDH-TPI counter
# Listed for O=C(COc1cccnc1[N+](=O)[O-])NCc1cccs1 : -22	·	-5	1	2	-0.2	-4	-0.1	0	-3
# Listed for COc1ccc(/C=N/NS(=O)(=O)c2ccc(F)cc2)cc1CN1CCSCC1 : ·	-2.6	-1	4	23	-0.2	5	-0.5	7	16
